Arrestin-AP2 inh – human beta-arrestin and AP2 interaction inhibition | FITC-arrestin peptide / GST-AP2 beads, flow cytometry; AP2 beta2 appendage carries R879A mutation | actives 0.31% (n = 340,000) | AID 504490 | inhibition, % at 10 µM;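 active means inhibition above a set limit, near 3 SD of compounds lacking own fluorescence, cut at about 54% in these data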;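 further: plate controls were DMSO wells for no effect and 5 µM unlabelled arrestin peptide for full effect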
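Test system: GST-tagged AP2 beta2-adaptin appendage (R879A) on 4 µm glutathione beads; also added: fluorescein-tagged arrestin peptide at 50 nM final; timing: 12 min plus 1 h, RT; signal: flow cytometry, FL1 (488/535 nm); read-out: percent drop in bead-associated FITC signal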
CDK5 inh – CDK5/p35 (human) kinase inhibition; Recombinant CDK5/p35, ADP-Glo luminescence, 60 min; actives 0.01% (n = 330,000); inhibition, % at 10 µM; AID 488839; Q00535+Q15078;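 active means highest replicate inhibition of at least 50% and at least 75% of replicates reaching 50%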;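 further: plate controls were DMSO neutral control for no effect and GW8510 at 10 µM for full effect; many of its hits are not listed in these tables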
dFosB activator – enhances mouse delta FosB homodimer DNA binding; P13346; purified delta FosB, TAMRA-CDK5 oligo fluorescence polarization; percent of positive-control signal above neutral wells; activation, % at 25 µM; actives 0.99% (n = 340,000); AID 493131;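 active means mean activation above about 17%, with every replicate also reaching it, limit read from the data, passing the limit was not always enough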;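 further: fluorescence polarization rise as delta FosB binds a TAMRA Cdk5 AP-1 oligo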
MITF act – increases MITF-driven TRPM1 promoter luciferase signal; SK-MEL-5 TRPM1-promoter luciferase, 24 h; % of positive control, neutral wells = 0; activation, % at 12.5 µM; actives 0.75% (n = 300,000); AID 588334;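 active means mean activation of at least 80% with every replicate also reaching 80%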;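 further: 0% = neutral control wells and 100% = parthenolide positive control wells; values of inactives mirror those of a sister screen read the other way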
PKA-R2B activ – activators of human PKA-R2B complex | PKA-R2B holoenzyme dissociation, Cy5-IP20 fluorescence polarization; R2B truncated from residue 108, S112A mutant; 0% DMSO only, 100% 113 µM cGMP | actives 0.079% (n = 340,000) | activation, % at 11.4 µM | P22694+P31323 | AID 504700;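 active means activation above a cutoff set at the mean over all compounds plus 3 SD, cut at about 18% in these data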;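 further: higher means more holoenzyme dissociation and a rise in polarization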
Mot1-301 SUMO – SUMOylation pathway inhibition by Mot1-301 growth rescue; S. cerevisiae Mot1-301 growth rescue, ATP luminescence, 38.5C; percent above DMSO median, 100 means doubled; growth rescue, % at 18.8 µM; actives 1% (n = 320,000); AID 2716;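 active means every valid replicate shows activation above 250% relative to neutral control wells; inactive means the rest, any valid replicate at or below 250%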;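 further: OY570 slx delta 5 strain wells were the positive control but not used for scaling; some compounds called inactive have numbers as strong as hits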
NSD2 inh – inhibitors of human histone methyltransferase NSD2; O96028; NSD2 peptide methylation, AlphaScreen, 120 min; inhibition, % at 12.5 µM; actives 0.54% (n = 310,000); AID 743445; in the data active means inhibition above about 50%
Target sequence (O96028 whole entry, looked up): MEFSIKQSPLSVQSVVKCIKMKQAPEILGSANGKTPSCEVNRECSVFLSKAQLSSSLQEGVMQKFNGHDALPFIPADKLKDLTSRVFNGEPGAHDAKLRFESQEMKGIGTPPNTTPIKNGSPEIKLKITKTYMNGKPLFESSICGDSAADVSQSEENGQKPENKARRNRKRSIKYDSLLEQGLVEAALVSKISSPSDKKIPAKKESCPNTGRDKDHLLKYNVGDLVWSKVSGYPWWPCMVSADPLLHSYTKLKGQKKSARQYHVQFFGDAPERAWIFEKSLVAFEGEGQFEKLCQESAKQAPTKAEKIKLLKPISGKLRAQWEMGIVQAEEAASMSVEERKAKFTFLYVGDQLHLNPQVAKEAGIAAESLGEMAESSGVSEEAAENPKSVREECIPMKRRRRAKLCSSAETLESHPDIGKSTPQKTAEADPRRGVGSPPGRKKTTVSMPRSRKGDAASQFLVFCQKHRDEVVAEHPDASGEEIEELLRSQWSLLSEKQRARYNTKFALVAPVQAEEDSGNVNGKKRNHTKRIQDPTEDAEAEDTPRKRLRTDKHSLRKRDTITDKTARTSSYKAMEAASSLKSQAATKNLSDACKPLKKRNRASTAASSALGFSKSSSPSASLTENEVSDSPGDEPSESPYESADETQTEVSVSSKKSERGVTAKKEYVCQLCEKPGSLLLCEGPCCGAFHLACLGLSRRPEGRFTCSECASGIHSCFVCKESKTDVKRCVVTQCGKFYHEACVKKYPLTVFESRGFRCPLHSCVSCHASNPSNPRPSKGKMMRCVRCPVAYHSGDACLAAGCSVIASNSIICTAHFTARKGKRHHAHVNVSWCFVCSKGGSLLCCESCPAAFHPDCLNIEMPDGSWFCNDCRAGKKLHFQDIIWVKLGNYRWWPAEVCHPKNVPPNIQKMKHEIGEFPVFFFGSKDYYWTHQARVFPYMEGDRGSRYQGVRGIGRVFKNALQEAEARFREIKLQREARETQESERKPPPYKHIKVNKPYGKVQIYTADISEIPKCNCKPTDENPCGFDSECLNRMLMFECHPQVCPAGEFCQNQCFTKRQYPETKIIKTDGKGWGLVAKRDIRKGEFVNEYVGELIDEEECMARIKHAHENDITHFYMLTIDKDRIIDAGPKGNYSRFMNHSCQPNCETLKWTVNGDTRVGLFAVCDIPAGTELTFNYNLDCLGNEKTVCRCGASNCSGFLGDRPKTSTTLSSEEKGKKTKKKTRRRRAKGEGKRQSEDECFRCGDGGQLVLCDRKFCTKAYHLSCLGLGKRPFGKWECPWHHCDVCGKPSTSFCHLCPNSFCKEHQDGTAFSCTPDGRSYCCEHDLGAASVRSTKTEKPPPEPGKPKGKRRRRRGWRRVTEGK
SR-BI DiI inh – blocks mouse SR-BI lipid uptake from DiI-HDL; Q61009; ldlA[mSR-BI] CHO cells, DiI-HDL uptake fluorescence, 3 h; inhibition, % at 12.5 µM; actives 0.96% (n = 320,000);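 active means mean replicate inhibition of at least 70% and a set share of replicates each scoring 70 or more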;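 further: 0% = median of neutral control wells and 100% = median of positive control wells; values of inactives mirror those of a sister screen read the other way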
Pemphigus Ab inh – inhibitors of pemphigus antibody binding to human desmoglein-3 | binding (percent of control), % at 10 µM | DSG3-coupled beads, scFv-anti-DSG3-GFP binding, flow cytometry; stronger effect = lower value | actives 0.48% (n = 310,000);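 active means binding more than 3 SD below its plate's average and above zero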;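 further: hits lower antibody fragment binding to DSG3; some compounds called inactive have numbers as strong as hits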
PKA-R1A activ – PKA-R1A complex activation; P00514+P68181; PKA-R1A dissociation, Cy5-IP20 fluorescence polarization; scaled: DMSO 0%, 113 µM cGMP 100%; activation, % at 11.4 µM; actives 0.083% (n = 340,000);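 active means percent activation above the mean of all tested compounds plus 3 SD, cut at about 19% in these data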;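 further: higher means more PKAc released from R1A so a rise in polarization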
SR-BI uptake up – enhances SR-BI lipid uptake from DiI-HDL | CHO ldlA[mSR-BI] cells, DiI-HDL uptake fluorescence, 3 h; 100 = double the neutral-control signal | activation, % at 12.5 µM | actives 0.096% (n = 320,000) | AID 504775;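 active means mean replicate activation of at least 60% and every replicate at or above 60%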;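 further: 0% = median plate neutral-control signal and 100% = twice that signal; values of inactives mirror those of a sister screen read the other way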
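System: CHO ldlA[mSR-BI] cells / Medium: HEPES-buffered (25 mM, pH 7.4) F12 plus 0.5% BSA / Probe or stimulus: labelled HDL, 10 µg/mL / Doses: single compound concentration, delivered by pin transfer / Schedule: 3 h, 37 °C / Measured by: DiI fluorescence, bottom read / Measure: cell-associated DiI fluorescence as measure of HDL uptake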
* marks the source's active call; other numbers are inactive results; · = not tested or not shown.

SMILES	Arrestin-AP2 inh	CDK5 inh	dFosB activator	MITF act	PKA-R2B activ	Mot1-301 SUMO	NSD2 inh	SR-BI DiI inh	Pemphigus Ab inh	PKA-R1A activ	SR-BI uptake up
C/C=C(/C)C(=O)Nc1cccc(C2=NOC3(C2)C[C@@H](C(N)=O)N(C(=O)C2(C)CC2)C3)c1 (some centres not stated)	3	-1.3	0	7	-4	-17	·	-34	108	-4	34
CCn1c(NC(=O)C(C)C)c(-c2cccs2)c(=O)c2ccccc21	-17	0.3	-7	5	4	-9	0	-19	99	3	19
COc1ccc(S(=O)(=O)N2CCCCC2)cc1NC(=O)C1CC1C (configuration not stated)	-16	-1.0	-10	0	-9	·	-6	15	·	0	-15
O=C(O)CC(SCC(=O)Nc1ccccc1)C(=O)O (configuration not stated)	5	1.1	-11	5	-4	-14	-1	-24	102	-2	24
COC(=O)c1sc2cc(C(F)(F)F)cnc2c1-c1cccnc1	9	-1.3	2	·	1	-14	-2	41	91	-18	-41
COc1cc2cc(Br)cc(Br)c2nc1C	5	3.1	-16	-6	7	383	-7	2	106	9	-2
Cn1c(-c2cccc(OCc3ccccc3)c2)nc2c1c(=O)[nH]c(=O)n2Cc1ccccc1	-2	-1.7	-1	-48	5	-3	-3	·	114	5	·
O=C(CC1SC(=O)N(c2ccccc2)C1=O)Nc1ccccc1 (configuration not stated)	0	1.7	-3	-2	-7	-26	13	·	103	9	·
CCCC(=O)Nc1ccc(NC(=O)C23CC4CC(CC(C4)C2)C3)cn1	0	0.8	-13	27	-9	-2	-7	-10	97	1	10
CN(C)N1C(=O)CC(NNC(=O)c2ccncc2)C1=O (configuration not stated)	13	-1.2	-2	-6	-14	-12	-3	-44	125	-5	44
CCOc1ccc2nc(SCC(=O)NC(=O)NCc3ccco3)sc2c1	1	-3.5	5	·	-2	-16	-1	19	·	-9	-19
CCOC(=O)c1sc2nc(SCC(=O)NCc3ccco3)n(Cc3ccccc3)c(=O)c2c1C	8	0.2	-8	6	-1	-3	-2	3	·	5	-3
O=C(C1=NN[C@@H]2C(=O)N(c3ccccc3C(F)(F)F)C(=O)[C@H]12)c1cnccn1	-1	1.4	6	1	0	-3	31	-4	109	-4	4
Cc1cccc(N2CCN(C(c3ccc(N(C)C)cc3)c3nnnn3C(C)(C)C)CC2)c1C (configuration not stated)	24	-0.8	-14	10	-5	10	3	-4	104	-10	4
CCOc1ccc(C(=O)CCC(=O)NN2C(=O)NC3(CCCCC3)C2=O)cc1	-5	-9.3	-7	·	-6	9	1	16	·	4	-16
CC(OC(=O)C12CCC(=O)N1c1ccccc1S2)C(=O)Nc1cccc(Cl)c1 (configuration not stated)	0	-1.7	-10	-12	-5	7	1	-16	98	3	16
O=C1CSC(c2ccc(F)cc2)N1c1nc2ccccc2s1 (configuration not stated)	1	-1.5	-2	1	-9	6	-2	-2	120	-7	2
COc1cccc2cc(C(=O)N3CCN(c4ncccn4)CC3)c(=O)oc12	0	0.0	-9	8	-3	-23	21	21	97	-5	-21
COc1cccc(CNC(=O)C(=O)NCCC2CCCCN2S(=O)(=O)c2ccccc2)c1 (configuration not stated)	-12	3.0	-7	-5	-10	1	0	16	105	2	-16
CCc1ccc(NC(=S)NCC2CCCN2CC)cc1 (configuration not stated)	-8	-0.1	6	12	3	1	4	-17	78	0	17
COc1ccc(NC(=O)c2ccc(CN3CCN(c4ccccc4)CC3)cc2)cc1	-4	0.2	-3	-12	-5	12	-1	12	·	-8	-12
CCCCNc1nc(=S)[nH]c2cc(OC)c(OC)cc12	5	1.0	-9	·	-7	·	4	15	100	-1	-15
CC(C)(C)N1CC(c2nc3ccccc3n2CCOc2ccccc2)CC1=O (configuration not stated)	5	1.0	-9	0	5	172	-1	-19	95	2	19
CCOc1ccc(-c2cc(C(=O)NN)[nH]n2)cc1	2	0.4	-9	2	-6	253	3	-22	99	2	22
Oc1ccc(/C=N/Nc2nccnc2Cl)c(O)c1	5	5.1	3	·	4	361	·	-12	94	11	12
More results:
SMILES	Arrestin-AP2 inh	CDK5 inh	dFosB activator	MITF act	PKA-R2B activ	Mot1-301 SUMO	NSD2 inh	SR-BI DiI inh	Pemphigus Ab inh	PKA-R1A activ	SR-BI uptake up
O=C(CN1CCN(C(=O)c2cccc(S(=O)(=O)N3CCCC3)c2)CC1)Nc1ccccc1Cl	-6	0.1	-9	·	-8	·	-2	12	109	-9	-12
COC(=O)C(C(=O)OC)c1ccc(NC(=O)c2cccc(Cl)c2)cc1	7	-7.9	-5	31	-3	-10	-3	-17	85*	-7	17
CCOC(=O)C1(CC)NC(c2cccc(F)c2)C2C(=O)N(CC)C(=O)C21 (configuration not stated)	-2	-0.9	6	·	-11	10	-3	1	103	0	-1
Cc1ccc(S(=O)(=O)CCC(=O)OC(C)C(=O)N2CCc3ccccc32)cc1 (configuration not stated)	40	-0.9	-5	-14	-2	17	-4	-1	107	1	1
COc1cc(C)c(CN2CCCCC2CO)cc1C (configuration not stated)	3	0.5	-3	-8	3	-11	-3	-11	103	-9	11
COc1ccccc1OCCSc1ncnc2nc[nH]c12	0	3.1	4	-11	-2	207	-3	-15	106	-9	15
COc1ccc(Cl)cc1C(=O)Nc1ccc2c(c1)OCCO2	13	0.1	-7	48	0	55	0	34	97	-2	-34
C#CCOCCOCCOCCNc1nc(N2CCN(C(=O)CCCCCCCCCCNC(=O)Cn3cc(C[C@@H](C)O)nn3)CC2)nc(N2CCN(C(=O)CCCCCCCCCCNC(=O)[C@@H]([C@H](C)O)n3cc(C)nn3)CC2)n1	1	-4.6	-2	-42	-15	-10	·	0	103	-7	0
COc1ccc(CC(=O)NNc2ncnc3c2cnn3C)cc1OC	15	1.2	5	-3	-15	8	-1	-2	91	1	2
O=C1CC(c2ccccc2)CC(O)=C1C=Nc1ccc(O)cc1 (configuration not stated)	-31	3.0	-5	1	-7	-23	-1	-37	96	4	37
COc1ccc(C2NS(=O)(=O)OCC2C)cc1 (configuration not stated)	36	1.3	4	-3	-4	10	·	-16	97	8	16
O=C(Nc1ccccc1-c1ccccc1)c1cccc([N+](=O)[O-])c1	-1	-5.0	0	·	-4	-16	-3	51	·	7	-51
COc1ccc(S(=O)(=O)NCCSCc2ccc(Cl)cc2)cc1NC(C)=O	13	0.1	-8	4	-1	·	-3	-19	101	0	19
O=C(NC1CCCCC1)N(Cc1cc2cc3c(cc2[nH]c1=O)OCCO3)CC1CCCO1 (configuration not stated)	-2	-3.3	-5	-9	7	-10	0	-10	108	-4	10
COc1ccc(CCC(=O)N2CCN(S(=O)(=O)c3ccc4ccccc4c3)CC2)cc1	20	0.5	-4	-1	-3	-2	5	13	101	5	-13
COc1ccc(S(=O)(=O)Nc2ccc(-c3ccc(N4CCCC4)nn3)cc2)cc1C	2	-0.5	-3	5	-6	1	0	11	99	-1	-11
Cc1ccc(CNC(=O)CCCC(=O)Nc2cc(C)on2)cc1	14	1.5	-1	-1	-11	-14	2	-11	98	1	11
Nc1c(Cl)cnc(C(Cl)(Cl)Cl)c1Cl	-4	-0.1	5	-18	-4	·	-3	-7	98	17	7
CCN(CC)S(=O)(=O)c1cccc(NC(=O)CCNC(=O)NC23CC4CC(CC(C4)C2)C3)c1	-6	-0.7	-13	-3	-5	-1	0	3	103	-14	-3
O=C(Cn1cc([N+](=O)[O-])cn1)NC1CCCCCC1	24	0.3	-6	8	-1	2	-1	·	·	-9	·
COc1ccc(CCNS(=O)(=O)c2cc3c4c(c2)CCN4C(=O)CC3)cc1	38	1.5	5	-1	2	-18	-1	-6	100	8	6
Cc1ccc(NC(=O)C2CCN(c3ncnc4sc(C)c(C)c34)CC2)cc1S(=O)(=O)N(C)C	7	-2.7	9	-14	4	7	-2	36	104	-10	-36
O=C1N/C(=C/c2ccc(N3CCOCC3)o2)C(=O)N1c1cccc(Cl)c1	-4	1.0	-5	4	0	26	2	57	113	-4	-57
CCOC(=O)C1CCCN(CCC(=O)Nc2ccc(F)c(F)c2)C1 (configuration not stated)	2	-0.7	-2	1	14	-8	-1	7	93	7	-7
CCCc1c(O)nc(SC2CC(=O)N(c3cc(OC)ccc3OC)C2=O)[nH]c1=O (configuration not stated)	2	-1.2	-2	4	-6	-6	4	-12	103	8	12

Printed as active in Pemphigus Ab inh, of those listed so far:
SMILES	Arrestin-AP2 inh	CDK5 inh	dFosB activator	MITF act	PKA-R2B activ	Mot1-301 SUMO	NSD2 inh	SR-BI DiI inh	Pemphigus Ab inh	PKA-R1A activ	SR-BI uptake up
COC(=O)C(C(=O)OC)c1ccc(NC(=O)c2cccc(Cl)c2)cc1	7	-7.9	-5	31	-3	-10	-3	-17	85*	-7	17

Following part
SMILES	Arrestin-AP2 inh	CDK5 inh	dFosB activator	MITF act	PKA-R2B activ	Mot1-301 SUMO	NSD2 inh	SR-BI DiI inh	Pemphigus Ab inh	PKA-R1A activ	SR-BI uptake up
CCOC(=O)Cn1c(=O)oc2cc(S(=O)(=O)N(C)c3cccc(C)c3)ccc21	-1	-0.4	-3	3	3	26	-2	·	93	0	·
COc1ccc(NC(=O)COc2nc3ccccc3nc2N2CCOCC2)c(OC)c1	36	-0.3	-6	1	7	1	0	5	97	1	-5
O=C(NCc1ccc(F)cc1F)Nc1cnccc1C(F)(F)F	13	1.5	-1	-3	-4	-18	-3	-10	97	8	10
O=C(NC1Cc2ccccc2C1)c1cc(COc2ccc(F)cc2Cl)on1	20	-0.8	-9	5	11	17	-2	-9	88	-3	9
CCN1C(=O)c2cccc3c(S(=O)(=O)NCc4ccccc4)ccc1c23	24	-2.0	-10	3	-5	-17	-11	19	108	-3	-19
CCOC(=O)c1cn(CC(=O)Nc2cccc(Cl)c2)nn1	11	-0.8	-1	-1	4	-2	-1	-7	96	1	7
CC(NC(=O)CC1SC(N)=NC1=O)c1ccccc1 (configuration not stated)	9	-0.9	2	-3	3	-11	-1	-26	99	-5	26
Cc1ccc(CN(Cc2cccnc2)C(=O)CN2C(=O)COc3ccccc32)o1	19	0.9	1	8	-7	-9	2	-11	89	-3	11
Cc1nn(-c2ccccc2)c(C)c1CN	11	-0.2	-3	-3	-1	-25	-4	-1	97	8	1
c1ccc(-c2ccccc2OCCCCN2CCCCCC2)cc1	·	-1.9	-5	21	-8	13	5	-3	93	3	3

Compound activity (PubChem)
